# HT1080 cytotoxicity – HT1080 cell viability loss – fluorescence readout (AID 620) | cytotoxicity, % at 10 µM; hits with a dose series show EC50 in µM | HT1080 viability, fluorescence; higher % means a stronger effect | actives 0.42% (n = 87,000); in the data active = cytotoxicity above about 50%;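 note: cells exposed to compound overnight then 4 h with Alamar Blue; 0% = vehicle DMSO and 100% = killing control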
# * = called active by the depositor. Some of the compounds tested; the hit share may differ from the screen's.
No.	molecule	HT1080 cytotoxicity
1	N#Cc1ccc(Oc2nc(C(N)=O)cc(-c3ccccc3)n2)cc1	3%
2	CCOC(=O)c1cnc(SCC(=O)Nc2cc(OC)ccc2OC)nc1N	-2%
3	CCn1c(CNC(=O)Cc2ccc(OC)cc2)nnc1SCCOc1ccccc1	-8%
4	CCCNC(=O)c1cccc(COCC(F)(F)F)c1	6%
5	COc1ccc(C2(CNC(=O)Cc3ccc(OC)c(OC)c3)CCOCC2)cc1	-3%
6	CN(C)c1ncc(C2=C(Cl)C(=O)C(N3CCCC3)=C(Cl)C2=O)s1	17%
7	CCOc1ccc(NCCC#N)cc1	-1%
8	O=C(Nc1cccnc1Cl)c1cc(-c2ccco2)on1	-6%
9	C=CCn1c(SCC(=O)NC2CCCCC2)nnc1C1CCCCC1	-19%
10	COc1ccc(OC)c(-c2cc(C3CCN(c4ncccc4[N+](=O)[O-])CC3)[nH]n2)c1	0%
11	Cc1cc(C)cc(C(=O)N(c2ccccn2)C(C)c2ccco2)c1 (stereo not drawn)	6%
12	Cc1nnc(-c2cnn(C)c2N)n1Cc1ccc(Cl)cc1	8%
13	CS(=O)(=O)N1N=C(c2ccc(Cl)cc2)CC1c1cccs1 (stereo not drawn)	19%
14	CN(C)c1ccnc(-n2cccc2/C=N/OCc2cccc(F)c2)c1C#N	-6%
15	COC(=O)c1ccc(Oc2c(C(F)(F)F)oc3c(CN4CCN(C)CC4)c(O)ccc3c2=O)cc1	-9%
16	O=C(O)CSc1c[nH]c2ccccc12	17%
17	C=CCNC(=O)CCCOc1ccc(C)cc1	-4%
18	C=CCNC(=S)NNC(=O)CCC(O)CCCCC (stereo not drawn)	-10%
19	C=CCn1c(SCc2ccc(C#N)cc2)nnc1-c1ccc(C)cc1	-2%
20	CC1=CC(=NOC(=O)c2cccc([N+](=O)[O-])c2)C=C(C)C1=O	-5%
21	Cc1cc(OCC(C)C)ccc1/C(O)=C1/C(=O)C(=O)N(Cc2cccnc2)C1c1ccncc1 (stereo not drawn)	-12%
22	Cc1ccccc1-n1nc(C(=O)O)cc1-c1ccccc1	11%
23	COC(=O)[C@H]1C[C@@H]1[C@H](NS(=O)(=O)c1ccc(-c2ccccc2)cc1)c1ccccc1	4%
24	CC(C)c1ccc(N(CC(=O)Nc2ccc(S(=O)(=O)N3CCOCC3)cc2)S(C)(=O)=O)cc1	1%
25	O=C(O)c1cccc(N2C(=O)C3CC=CCC3C2=O)c1 (stereo not drawn)	7%

# Compounds from the list above containing a cyano group:
No.	molecule	HT1080 cytotoxicity
1	N#Cc1ccc(Oc2nc(C(N)=O)cc(-c3ccccc3)n2)cc1	3%
7	CCOc1ccc(NCCC#N)cc1	-1%
14	CN(C)c1ccnc(-n2cccc2/C=N/OCc2cccc(F)c2)c1C#N	-6%
19	C=CCn1c(SCc2ccc(C#N)cc2)nnc1-c1ccc(C)cc1	-2%

# The main list resumes with the 5 entries that preceded the break.
No.	molecule	HT1080 cytotoxicity
21	Cc1cc(OCC(C)C)ccc1/C(O)=C1/C(=O)C(=O)N(Cc2cccnc2)C1c1ccncc1 (stereo not drawn)	-12%
22	Cc1ccccc1-n1nc(C(=O)O)cc1-c1ccccc1	11%
23	COC(=O)[C@H]1C[C@@H]1[C@H](NS(=O)(=O)c1ccc(-c2ccccc2)cc1)c1ccccc1	4%
24	CC(C)c1ccc(N(CC(=O)Nc2ccc(S(=O)(=O)N3CCOCC3)cc2)S(C)(=O)=O)cc1	1%
25	O=C(O)c1cccc(N2C(=O)C3CC=CCC3C2=O)c1 (stereo not drawn)	7%
26	O=C(Nc1ncc(Cl)cn1)c1cccs1	6%
27	CCOc1ccccc1C(C(=O)NC1CCCC1)N(Cc1ccco1)C(=O)CNC(=O)c1ccco1 (stereo not drawn)	-5%
28	Cc1cc(C(=O)CSc2nn3c(=O)c(C(C)(C)C)nnc3s2)c(C)n1-c1ccc(F)cc1	6%
29	CC1CN(C(=O)CSc2nnc3c(Cl)cc(Cl)cn23)CC(C)O1 (stereo not drawn)	-11%
30	Cc1ccc(CN2CC(C(=O)Nc3cc(S(C)(=O)=O)ccc3Cl)CC2=O)cc1 (stereo not drawn)	-4%
31	CS(=O)(=O)c1ccc2c(c1)SC1=NC(=O)/C(=C/c3ccco3)C(=N)N12	-12%
32	COc1ccc(CCNC(=O)c2ccc(CS(=O)(=O)c3ccc(C)cc3)o2)cc1OC	0%
33	COC(=O)[C@@H](NC(=O)Nc1cccc(OC)c1)C(C)C	-9%
34	COc1ccc(C(=O)Nc2nc(-c3ccc(S(=O)(=O)N4CCOCC4)cc3)cs2)cc1	-6%
35	O=S(=O)(c1ccc(Br)cc1)N1CCCN(Cc2ccccc2F)CC1	-2%
36	CSc1ccccc1NC(=O)c1ccc(Cl)s1	-10%
37	COc1ccc(CN(C(=O)c2cnccn2)C(C(=O)NC(C)(C)C)c2cc(OC)c(OC)c(OC)c2)cc1 (stereo not drawn)	-8%
38	O=C(CCn1ccc2ccccc21)NC1CCCc2ccccc21 (stereo not drawn)	-8%
39	Cc1cccc(OCCn2c(S(=O)(=O)O)nc3ccccc32)c1	3%
40	C/[N+]([O-])=C\c1coc2ccccc2c1=O	2%
41	CC(c1ccccc1)N1CC(C(=O)N2CCN(c3ccc(F)cc3)CC2)CC1=O (stereo not drawn)	1%
42	CC(C)(C)c1nc(CN2CCOCC2)cc(CN2CCOCC2)c1O	7%
43	Cc1ccc(-n2ccnc2SCC(=O)O)c(C)c1	0%
44	N#CCSCC(=O)Nc1ccc(Br)cc1	4%
45	CCCCc1c2ccccc2nc2[nH]c3ccccc3c12	-6%
46	COC(=O)CCC(=O)Nc1ccccc1C(=O)Nc1ccccc1	-8%
47	O=[N+]([O-])c1ccc(/C=N/N/C(=N/c2ccccn2)c2ccccn2)cc1	2%
48	CCOC(=O)c1cnc(-n2nc(C)cc2C)nc1NCCO	6%
49	COc1ccc(OC)c2c(C)cc(N3CCN(C(=O)c4ccc(Cl)cc4)CC3)nc12	-1%
50	Cc1ccc(CNC(=O)Cc2cccs2)cc1	2%

# (listing goes on)
No.	molecule	HT1080 cytotoxicity
51	CCC(CC)C1C(C#N)=C(N)Oc2cc(C)oc(=O)c21 (stereo not drawn)	13%
52	O=S1(=O)C[C@@H](O)[C@@H](Nc2ccc(Cl)cc2)C1	-13%
53	Fc1ccc(OCc2nnc(SCCN3CCOCC3)o2)cc1	-4%
54	Cc1cc(Cl)c(OCCCSc2nc(C)cc(=O)[nH]2)c(Br)c1	-1%
55	COc1ccccc1CN1CCN(C(=O)c2ccncc2)CC1	-7%
56	O=C(Nc1ccc(N2CCN(C(=O)c3cccs3)CC2)c(Cl)c1)c1ccco1	0%
57	CC(C)N(Cc1nc(-c2ccc(Cl)cc2)no1)C(=O)C(c1ccccc1)c1ccccc1	-12%
58	CC1=CC(=O)C=C(C)C1=NOC(=O)c1cccc([N+](=O)[O-])c1	-5%
59	CCc1ccc(NC(=O)N(C2CCCCC2)C(C)c2cccnc2)cc1 (stereo not drawn)	-8%
60	O=C1CC(N2CCN(C(c3ccccc3)c3ccccc3)CC2)C(=O)N1Cc1ccc(N2CCCC2=O)cc1 (stereo not drawn)	-18%
61	Cc1c(NC(=O)C(C)OC(=O)[C@@H](NC(=O)c2ccccc2)C(C)C)c(=O)n(-c2ccccc2)n1C (stereo partly drawn)	2%
62	Cc1cccc(N2CCN(C(=O)Cn3cnc4c3c(=O)n(C)c(=O)n4C)CC2)c1C	10%
63	COc1ccc(C2CC(=O)C(C=NCCN3CCN(C(C)=O)CC3)=C(O)C2)cc1 (stereo not drawn)	14%
64	Cc1nnc(NC(=O)c2ccncc2)s1	0%
65	CCOc1ccccc1-n1c(N)c(C(N)=O)sc1=S	-7%
66	Cc1ccc(-c2ccc(/C=N/N=C3/NC(=O)C(CC(=O)O)S3)o2)c([N+](=O)[O-])c1 (stereo not drawn)	2%
67	Cc1cccc(CCNC(=O)C2CCN(S(=O)(=O)c3c(C)noc3C)CC2)c1	0%
68	Fc1ccc(N2CCN(c3ncnc4c3nnn4Cc3ccccc3Cl)CC2)cc1	-12%
69	O=C(O)CN1C(=O)c2ccc(Oc3cccc4c3C(=O)N(CC(=O)O)C4=O)cc2C1=O	6%
70	CNC1=C(Cl)C(=O)c2ccncc2C1=O	-15%
71	COc1ccc(NC(=O)c2cccnc2C(=O)O)c(OC)c1	-8%
72	CCc1nnc(NC(=O)c2cc(-c3ccccc3)nn2-c2ccccc2)s1	-14%
73	S=C1NC2=C(C(c3ccc(Br)cc3)N1)N1CCC2CC1 (stereo not drawn)	-11%
74	CN(C)S(=O)(=O)c1ccc(NC(=O)c2c(F)cccc2Cl)cc1	-6%
75	CC1CCCC(C)N1S(=O)(=O)c1ccc(NC(=O)CCn2cnc3ccccc3c2=O)cc1 (stereo not drawn)	10%

# Continued.
No.	molecule	HT1080 cytotoxicity
76	O=c1[nH]c(CN2CCCCC2)nc2ccccc12	-3%
77	OCCN1CCOCCOCCN(CCO)CCN(CCO)CC1	-3%
78	CSc1ccccc1NC(=O)Nc1ccc(Cl)cc1	-1%
79	COC(=O)CNC(=O)c1cccc(F)c1	-19%
80	S=C1CCSc2ccc(Cl)cc2N1	5%
81	Cc1c(O)cc2n(c1=O)-c1ccc(Cl)cc1C2(C)C	-14%
82	CCOC(=O)C1CCN(C(=O)Nc2ccc3nccnc3c2)CC1	15%
83	C[C@@H](C(=O)O)[C@H]1C[C@]1(C)[C@H](NC(=O)OCc1ccccc1)c1ccccc1	23%
84	O=C(COc1ccc(Cl)cc1Cl)OCn1nnc2ccccc2c1=O	-1%
85	O=C(CN(c1ccc(Cl)cc1)S(=O)(=O)c1ccccc1)N1CCN(c2ccccc2)CC1	2%
86	CCOc1ccccc1N1CCN(C(=O)C(F)(F)F)CC1	-15%
87	CC1CCC(N2CC(=O)N(Cc3ccc4c(c3)OCO4)C(c3ccc(F)cc3)C2=O)CC1 (stereo not drawn)	-13%
88	COc1ccc(OCCSc2nnc(C)n2-c2ccccc2)cc1	2%
89	CN1C(=O)C2(c3ccccc31)N(C)CC(c1ccccc1)C21SC(=S)N(Cc2ccco2)C1=O (stereo not drawn)	-12%
90	COc1ccc(CN(C)C(=O)COC(=O)c2ccc3c(c2)OCO3)cc1OC	-10%
91	Cc1c(-c2ccccc2)sc(Br)c1C(=O)N1CCOCC1	-3%
92	Cc1nnc(NC(=O)CSc2nc3ccccc3o2)s1	1%
93	CCOC(=O)C1CCC2(CC1)C(C#N)=C(N)Oc1n[nH]c(C)c12 (stereo not drawn)	-21%
94	COCC(=O)Nc1nnc(Cc2ccc(OC)cc2)s1	-18%
95	O=C(CN1CCOCCOCCOCCOCC1)Nc1ccccc1	-6%
96	CCOC(=O)c1c(C)[nH]c(C(=O)C(C)Sc2ccc(Cl)cc2)c1C (stereo not drawn)	-11%
97	COCCNC(=O)C1(CC(C)C)C=CCN1C(=O)OC (stereo not drawn)	-19%
98	CCOc1cccc(/C(O)=C2/C(=O)C(=O)N(Cc3cccnc3)C2c2ccco2)c1 (stereo not drawn)	-16%
99	COc1ccc(Cc2nnc(N)s2)cc1	-11%
100	COc1cccc(/C=N/n2nnnc2N)c1OCc1ccccc1Cl	3%

# More compounds
No.	molecule	HT1080 cytotoxicity
101	O=C(NCc1ccccn1)C1CC(c2ccc(F)cc2)=NO1 (stereo not drawn)	-3%
102	COC(=O)[C@@]1(Cc2ccc(OC)cc2)[C@H]2c3cc(C(=O)N(C)C)n(CCc4ccc(OC)c(Br)c4)c3C[C@H]2CN1C(=O)c1ccccc1	-31%
103	CCOC(=O)C1=C(CN2CCCCC2)NC(=O)NC1c1cc(C)ccc1C (stereo not drawn)	2%
104	O=c1c2[nH]c3ccccc3c2ncn1Cc1ccco1	-4%
105	Cc1oc(-c2ccccc2)cc1C(=O)Nc1ccc(N(C)C)cc1	0%
106	O=C(NC(C(=O)N/N=C/c1cccc2ccccc12)c1n[nH]c(=O)c2ccccc12)c1ccccc1 (stereo not drawn)	4%
107	CC(C(=O)Nc1ccc2c(c1)OCCO2)N1CCN(C(=O)c2ccco2)CC1 (stereo not drawn)	2%
108	Clc1ccc(COc2ccccn2)cc1Cl	1%
109	CCOc1ccc(-n2c(SCc3nc(-c4ccc(C)cc4)no3)nnc2-c2ccncc2)cc1	-13%
110	O=C(Cc1coc2ccc3ccccc3c12)Nc1nccs1	8%
111	CCOc1ccc(-n2cc(C(=O)Nc3cccc(OC)c3)c3cc(OC)c(OC)cc3c2=O)cc1	-16%
112	Cc1cc(NCCC(C)C)n2nc(C)c(-c3ccccc3)c2n1	-6%
113	Cc1ccc(N2CCCn3c2cc(C)c(C#N)c3=O)cc1C	8%
114	COc1ccc(S(=O)(=O)NCCSc2ccc(Cl)cc2)cc1OC	-16%
115	Cc1ccc(N2/C(=N/c3nc(C)cc(C)n3)NC(=O)CC2C(=O)O)cc1 (stereo not drawn)	0%
116	CC1CCc2c(sc(NS(=O)(=O)c3ccccc3)c2C(=O)OC(C)C)C1 (stereo not drawn)	-9%
117	COc1ccc(N(CC(=O)NCCSc2ccccn2)S(C)(=O)=O)cc1	10%
118	O=S(=O)(c1ccc(Br)s1)N1CCN(c2ncccn2)CC1	11%
119	Cc1cc(NC(=O)CN2CCCCC2C)no1 (stereo not drawn)	-9%
120	Cc1ccc(C(c2nnnn2C2CCCC2)N2CCN(c3nc4ccccc4s3)CC2)cc1 (stereo not drawn)	0%
121	COC(=O)c1cccc(-n2[nH]nnc2=S)c1	-10%
122	Cc1cccc(NC(=O)c2ccc3ccccc3n2)c1C	-13%
123	O=C(COc1cc(Cl)c(Cl)cc1Cl)NC(=O)NC1CCCC1	-6%
124	CC1CN(Cc2ccc(Cl)cc2Cl)CC(C)O1 (stereo not drawn)	-15%
125	Fc1ccccc1CSc1nc2ncc(Br)cc2[nH]1	-1%

# Going on with the list.
No.	molecule	HT1080 cytotoxicity
126	CCN(CC)Cc1c(O)ccc2c(=O)c(-c3ccc4c(c3)OCCO4)coc12	1%
127	N#Cc1c(/N=C/c2cc(Br)cs2)sc2c1CCC2	-4%
128	Fc1cccc(Cl)c1Cn1nnc(-c2ccc(N3CCOCC3)cc2)n1	-7%
129	O=C1CCCN1c1ccc(S(=O)(=O)NCCOc2ccccc2)cc1	-6%
130	Cc1ccc(-c2nc3cc(NS(=O)(=O)c4ccc(C)cc4)ccc3o2)cc1	-6%
131	CCCCn1c(-c2ccco2)nc2ccccc2c1=O	-19%

# High-throughput results (PubChem BioAssay)
